From PubChem BioAssay
CCHF vOTU inh: CCHFV vOTU protease inhibitors, primary screen, biochemical, Pep-AMC substrate, fluorescence; 0.55% of 370,000 active; inhibition, % at 11.5 µM; AID 651958, 2012; note: 0% = vehicle wells with enzyme and 100% = no enzyme wells
Rv3671c protease: Rv3671c serine protease inhibitors, primary screen, biochemical, fluorescence polarization, M. tuberculosis H37Rv. inhibition, % at 5.96 µM. 0.048% of 320,000 active. AID 2606, 2010; in the data active = inhibition above about 38%;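 note: extracellular domain of Rv3671c used as enzyme; 0% = enzyme with DMSO and 100% = no enzyme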
Target sequence (P9WHR9 whole entry, looked up, the tested form may be a part): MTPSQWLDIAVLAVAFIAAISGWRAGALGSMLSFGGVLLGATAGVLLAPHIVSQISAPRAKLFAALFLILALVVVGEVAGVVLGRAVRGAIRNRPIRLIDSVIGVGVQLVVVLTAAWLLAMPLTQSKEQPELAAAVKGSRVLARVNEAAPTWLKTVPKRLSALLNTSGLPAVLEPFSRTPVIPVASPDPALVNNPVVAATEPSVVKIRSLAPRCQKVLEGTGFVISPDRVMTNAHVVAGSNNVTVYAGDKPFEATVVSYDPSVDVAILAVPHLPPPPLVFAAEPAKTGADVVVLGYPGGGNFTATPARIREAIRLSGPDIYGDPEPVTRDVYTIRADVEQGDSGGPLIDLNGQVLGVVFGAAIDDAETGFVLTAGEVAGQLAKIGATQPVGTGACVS
BioA inh: M. tuberculosis BioA enzyme inhibitors, primary screen, biochemical, plate reader, single point, HTS; AID 602481, 2012; purified M. tuberculosis BioA enzyme; inhibition, % at 9.99 µM; 0.096% of 360,000 active; in the data active = inhibition above about 40%; inconclusive = no clear call, values can overlap the other calls
VHR inh abs: VHR1 phosphatase inhibitors, primary screen, biochemical, absorbance, uHTS. inhibition, % at 13.3 µM. recombinant VHR phosphatase, pNPP absorbance. 0.52% of 290,000 active. Dual specificity protein phosphatase 3 (Homo sapiens), P51452; in the data active = inhibition above about 50%; note: some compounds called inactive have numbers as strong as hits
Target sequence (P51452 whole entry, looked up): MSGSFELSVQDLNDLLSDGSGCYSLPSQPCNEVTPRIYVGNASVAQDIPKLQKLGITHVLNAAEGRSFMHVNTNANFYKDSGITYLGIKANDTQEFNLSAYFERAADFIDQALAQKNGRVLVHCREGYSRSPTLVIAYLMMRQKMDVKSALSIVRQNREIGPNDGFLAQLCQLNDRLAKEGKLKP
GDH-TPI inh: GDH-TPI coupling enzyme inhibitors, primary screen, artefact control for M. tuberculosis FBA inhibitor project, biochemical, absorbance, full deck | 1.2% of 360,000 active | inhibition, % at 4.8 µM | GDH-TPI coupled enzyme counterscreen, NADH absorbance;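 note: 0% = DMSO wells and 100% = wells lacking the enzyme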
FadD28 FP inh: inhibitors of FadD28 bisubstrate probe binding, primary screen, biochemical, fluorescence polarization, single point; Mycobacterium tuberculosis FadD28 fatty-acid-AMP ligase; inhibition, % at 12.5 µM; 0.22% of 360,000 active; in the data active = inhibition above about 8.5%, passing the limit was not always enough; inconclusive = no clear call, values can overlap the other calls
Mtb FBA inh: Mtb FBA enzyme inhibitors, primary screen, biochemical, fluorescence, strain H37Rv. Fructose-bisphosphate aldolase (Mycobacterium tuberculosis (strain ATCC 25618 / H37Rv)), …. AID 588726, 2011. inhibition, % at 1 µM. purified M. tuberculosis FBA, fluorescence read-out. 2.3% of 360,000 active; in the data active = inhibition above about 27%;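 note: 0% = vehicle and 100% = reference inhibitor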
Target sequence (P9WQA3 whole entry, looked up): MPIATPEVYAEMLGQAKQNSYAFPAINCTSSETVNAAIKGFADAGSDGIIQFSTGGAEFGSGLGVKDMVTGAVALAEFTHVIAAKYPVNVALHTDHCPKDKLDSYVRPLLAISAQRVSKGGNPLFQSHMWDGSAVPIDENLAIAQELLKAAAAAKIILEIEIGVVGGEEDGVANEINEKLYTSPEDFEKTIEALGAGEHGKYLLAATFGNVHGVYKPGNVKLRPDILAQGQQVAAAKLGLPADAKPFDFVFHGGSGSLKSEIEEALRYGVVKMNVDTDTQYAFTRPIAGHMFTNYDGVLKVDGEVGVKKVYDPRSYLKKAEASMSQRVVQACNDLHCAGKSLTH
BoNT F protease: BoNT/F light chain protease inhibitors, primary screen, biochemical, flow cytometry, MLPCN library; Botulinum neurotoxin type F light chain protease (Clostridium botulinum); Multiplex microsphere protease cleavage assay; inhibition, % at 10 µM; 0.22% of 360,000 active; AID 588497, 2011; in the data active = inhibition above about 35%, passing the limit was not always enough; inconclusive = no clear call, values can overlap the other calls; note: plate controls were buffer without enzyme for full effect and enzyme alone for no effect
MazEF act: activators of E. coli MazEF toxin-antitoxin RNase, primary screen, biochemical, fluorescence, uHTS. FAM/BHQ RNA-DNA oligo cleavage fluorescence, 5 h. Endoribonuclease toxin MazF (Escherichia coli (strain K12)), P0AE70. 0.32% of 350,000 active. activation, % at 20 µM; in the data active = activation above about 50%
Target sequence (P0AE70 whole entry, looked up): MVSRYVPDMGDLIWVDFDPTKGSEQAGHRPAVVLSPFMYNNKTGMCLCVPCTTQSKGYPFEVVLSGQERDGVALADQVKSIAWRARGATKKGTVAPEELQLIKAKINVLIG
Mtb UGM inh: M. tuberculosis UGM enzyme inhibitors, primary screen, biochemical, fluorescence polarization, single point. purified UGM, fluorescence polarization probe displacement. UDP-galactopyranose mutase (Mycobacterium tuberculosis (strain ATCC 25618 / H37Rv)), …. 0.06% of 320,000 active. inhibition, % at 10 µM; in the data active = inhibition above about 10%, passing the limit was not always enough; inconclusive = no clear call, values can overlap the other calls
An asterisk follows results filed as active; ? = inconclusive; nt = not tested or not shown; + = active, no number. Cut-off read from the data, not from the text of the source, unless noted: active = inhibition above about 30%; inactive = the rest. Compounds were not picked by outcome; overall some 4.9% were active at least once.

Below each compound – CCHF vOTU inh, Rv3671c protease, BioA inh, VHR inh abs, GDH-TPI inh, FadD28 FP inh, Mtb FBA inh, BoNT F protease, MazEF act, Mtb UGM inh
> N#Cc1c(-c2ccccc2)cc(-c2cccs2)nc1SCC(=O)O
    10, -11, 4.6, 2, 15, nt, 5, 25, -8, 0.7
> COc1cc(NS(=O)(=O)c2ccc3c(c2)NC(=O)CO3)cc(OC)c1
    10, -4, 0.4, 1, 6, -3.2, 0, 2, 3, 2.9
> N=c1n(CC(=O)c2cccs2)c2ccccc2n1Cc1ccccc1
    -9, -6, nt, 26, 5, -4.3, 2, ?, 12, -1.2
> Cc1ccc(S(=O)(=O)N(Cc2nccn2C)C(C)C)cc1
    -5, 3, -0.9, 18, 5, -1.4, -2, -12, 12, 1.7
> N#CCC(=O)Nc1nc(-c2ccc3c(c2)OCCO3)cs1
    1, 9, nt, 1, -3, -1.4, -3, -1, 8, -4.5
> CN(C)C(=O)Oc1ccc(Br)cc1C(=O)Nc1ccc(F)c(Cl)c1
    -11, -2, 0.7, 18, -10, -0.7, -6, ?, 5, 0.0
> CCOc1cccc(CNCCc2c(C)[nH]c3ccc(OC(F)(F)F)cc23)c1O
    14, 8, 0.0, 13, -11, -6.7, 0, -66, 52*, 3.0
> CC(=O)NC(Cc1c[nH]c2ccccc12)C(=O)OCC(=O)N1CCN(S(=O)(=O)c2ccc(Cl)cc2)CC1 (stereo not given)
    -6, nt, -0.1, nt, -7, -3.7, 0, -7, -12, nt
> CCC1(c2ccccc2)C(=O)NC(=S)NC1=O
    0, nt, nt, nt, -1, -4.0, -2, -3, 4, nt
> CN(CCC#N)CC(=O)Nc1ccc(NC(=O)CN(C)CCC#N)cc1
    -8, -12, -0.6, 26, 18, -1.4, 1, -8, 5, 1.2
> COC(=O)C1=CNC=C(C(=O)OC)C1c1ccccc1Cl
    -257, 5, -0.1, 16, 8, -0.1, +, 16, 9, -0.7
> Cc1ccc(C)c(C(=O)CN2Cc3ccccc3C2=O)c1
    -2, 13, nt, 23, 2, -2.0, 0, 6, 2, -0.3
> CCCCn1c(N)c(N(CCC(C)C)C(=O)c2ccccc2-n2cnnn2)c(=O)[nH]c1=O
    -3, nt, -0.9, nt, -5, -4.2, -2, -2, -2, nt
> CC(=O)Nc1ccc(NC(=O)C2CCN(C(=O)C3CC(=O)N(c4ccc(C)cc4)C3)CC2)cc1 (stereo not given)
    24, 8, -1.4, -4, 7, -2.2, 4, 5, -6, -1.8
> CCOc1ccc(/C(O)=C2/C(=O)C(=O)N(c3cc(C)on3)C2c2ccc(C(=O)OC)cc2)cc1 (stereo not given)
    4, 2, 0.8, 7, 18, -2.4, 3, -6, 2, 0.3
> CCOC(=O)N1CCC(c2cc(=O)n3[nH]c(C)c(-c4ccc(F)cc4)c3n2)CC1
    7, 7, 4.3, 24, 0, 0.7, 23, -14, -19, 0.1
> Cn1c(SCC(=O)NCc2ccco2)nnc1-c1ccc(S(=O)(=O)N2CCOCC2)cc1
    -11, -3, -1.1, 6, 12, -4.0, 0, -10, -1, 1.7
> CN(C(=O)CSc1nc2ccccc2o1)C1CCCCC1
    13, nt, 3.1, nt, 14, -1.2, -3, nt, -1, nt
> O=C(CSc1nnc(Cc2ccccc2)c(=O)[nH]1)Nc1ccccc1
    -6, 7, nt, nt, 5, 1.3, 5, -2, 1, 4.7
> NC(=O)c1cccnc1Oc1ccc(Cl)cc1
    4, -1, -1.3, -14, 6, -2.4, -1, -4, 6, -2.2
> CCOC(=O)C(=O)Nc1ccc([N+](=O)[O-])cc1OC
    23, -5, nt, 7, 16, -3.2, -1, -1, 2, 3.5
> O=C(C1CCN(S(=O)(=O)c2ccccc2F)CC1)N1CCCC1
    -3, nt, -2.3, nt, 6, -1.7, 3, 4, -9, nt
> Cc1ccc(Cc2cnc(N3C(=N)SC(C)C3=O)s2)cc1 (stereo not given)
    3, 5, nt, -5, 16, -1.6, 1, -6, -7, 1.7
> Cc1cc(C)c([N+](=O)[O-])cc1NC(=O)CCSc1ccccc1Cl
    1, -10, -3.0, -4, 7, 1.1, 2, 0, 3, 0.5
> COc1cc2c(cc1OC)C(c1ccc3c(c1)OCO3)C1=C(CC(C)(C)CC1=O)N2 (stereo not given)
    -11, -2, nt, 3, 5, -2.9, 5, -19, 15, 5.6
> CC1(C)CC(=O)c2c(n(S(=O)(=O)c3ccccc3)c3ccc(NS(=O)(=O)c4ccccc4)cc23)C1
    -2, -89, -0.7, 7, 26, 1.0, -2, -5, -15, 1.7
> CC(=O)NCCC(=O)Nc1cccc(S(=O)(=O)N(C)c2ccccc2)c1
    -1, -12, -1.4, -10, -3, 0.1, -1, -6, 2, -0.6
> Cc1ccccc1NC(=S)NCc1ccc2c(c1)OCO2
    7, 0, nt, 10, 0, -0.6, 0, -12, 3, -0.8
> Cc1nn(-c2ccccc2)c(Cl)c1C(=O)NNC(=O)c1ccncc1
    3, -2, 2.6, nt, 14, -1.8, 0, -4, 10, -1.1
> Cc1ccc(-c2nnc(SCC(=O)Nc3nc4c(s3)CCCC4)n2C)cc1
    -1, 2, -2.0, 26, 1, -6.1, 0, 4, -3, -4.8

Later entries:
Below each compound – CCHF vOTU inh, Rv3671c protease, BioA inh, VHR inh abs, GDH-TPI inh, FadD28 FP inh, Mtb FBA inh, BoNT F protease, MazEF act, Mtb UGM inh
> CCc1nc2c(OCc3ccc(F)cc3)cccn2c1N(C)C(=O)c1ccco1
    8, nt, 2.4, nt, 4, -1.2, -1, -5, nt, nt
> Cc1cccc(C)c1NC(=O)CNc1ncnc2sc(C)c(C)c12
    13, -2, nt, 3, -5, -4.1, -1, -1, 5, 5.0
> CC1(C)CC(=O)C2=C(C1)OC(N)=C(C#N)C2c1ccccc1[N+](=O)[O-] (stereo not given)
    -6, -8, nt, 10, 5, 0.4, 16, -10, 35, 4.8
> O=C(NC1CCCc2c1cnn2-c1ccc(F)cc1F)c1cnccn1 (stereo not given)
    1, -13, nt, 17, 1, -2.1, 0, -2, 8, -1.0
> C=CCOC(=O)/C(=C/c1cccnc1)NC(=O)c1ccccc1
    4, 1, nt, -3, 3, -1.2, 6, nt, 18, 8.9
> N#Cc1c2c(nc(N)c1-c1ccccc1)CCCCC2
    3, 5, -1.6, 36, 3, 0.4, 7, 5, 4, -0.1
> COc1cc(/C=C2\C(=O)NC(=O)N(c3ccc(C)cc3)C2=O)cc(OC)c1O
    9, -13, -2.2, 20, 15, -2.0, 0, -8, -61, 2.9
> COc1cnc(-c2ccccc2)nc1Sc1ccccc1
    11, 8, -0.8, 6, 0, -1.9, -2, -6, -1, -0.6
> Cn1ncc2c1NC(c1ccc(F)cc1)SCC2=O (stereo not given)
    17, nt, -0.1, nt, 0, -1.0, 2, -2, 2, nt
> O=C(NC1CCN(Cc2cccc([N+](=O)[O-])c2)CC1)c1ccccc1
    -8, -9, -3.1, 4, 15, nt, -3, 13, 1, 0.5
> O=C(NC(=S)Nc1c(Cl)ccc2nsnc12)c1ccccc1F
    14, -6, -1.9, -14, 7, -2.2, -1, 10, -33, 2.9
> CCCc1nc2ccccc2c(C(=O)OCC(=O)N2CCc3ccccc32)c1CC
    -7, -11, -1.8, 33, 3, -2.8, -1, -13, -4, -1.5
> CC(=O)N1N=C(c2cccc([N+](=O)[O-])c2)OC1c1cccc(Br)c1 (stereo not given)
    8, -10, -1.4, 12, -1, -4.2, -1, -4, 2, -2.0
> COc1ccc(NC(=O)COC(=O)CC2CCCC2)cc1Cl
    -3, -1, nt, nt, 6, -3.5, -3, -7, 4, 5.8
> Cc1cccc(NC(=O)CSc2nc3[nH]c(=O)cc(O)c3s2)c1
    0, -3, -0.3, nt, 16, 2.3, 0, ?, -12, 1.0
> COc1ccc(S(=O)(=O)N(CC(=O)NCc2ccco2)c2ccc(F)cc2)cc1
    7, 5, -2.0, -4, 5, 0.4, 0, -1, 7, 2.0
> C/C(=N\NC(=O)CNC(=O)C(c1ccccc1)c1ccccc1)c1ccc(C(C)(C)C)cc1
    23, -1, -1.5, 21, 7, -0.3, 0, 14, 2, -2.3
> COc1ccc(C(=O)CSc2nnc(CNC(=O)c3ccco3)n2C)cc1OC
    7, 5, -1.1, 22, -3, -2.7, -2, -8, 12, -1.0
> Cc1cc(C)c(NC(=O)COC(=O)c2cccc3c2C(=O)c2ccccc2C3=O)c(C)c1
    4, 4, nt, -13, 4, -0.6, 8, 0, -14, 1.9
> CC(C(=O)Nc1ccc(Cl)cc1)N(C)Cc1cccs1 (stereo not given)
    9, -2, 0.5, -3, -1, -3.0, 2, -4, -1, -1.0
> C=CCNc1nc(-c2ccc3c(c2)OCCO3)cs1
    17, 0, -0.4, 30, 3, 2.0, 1, nt, -3, -0.2
> Cc1cc(N2CCN(C)CC2)nc2ccc(NC(=S)N3CCN(c4ccccn4)CC3)cc12
    -15, 6, nt, 35, 9, -0.1, 20, -6, 10, 0.7
> COc1ccc(-c2csc(Nc3ccccn3)n2)cc1OC
    3, -1, 1.3, -5, 11, 1.7, 1, -10, 3, 1.3
> O=C1C=C(c2ccc(Oc3ccccc3)cc2)C[C@@H](c2ccc(Cl)cc2)C1
    5, -7, -0.8, nt, 22, -3.3, -2, -4, -2, 0.3
> CC(=O)c1c(-c2ccccc2)c2cc(Cl)ccc2[nH]c1=O
    8, 7, nt, -13, 12, 0.4, 1, -3, -2, 3.4
> COC(=O)c1ccc(N2CCc3ccccc32)c([N+](=O)[O-])c1
    11, 7, 1.8, 13, 14, 1.5, -4, -13, 9, 2.6

Copied from above for reference:
Below each compound – CCHF vOTU inh, Rv3671c protease, BioA inh, VHR inh abs, GDH-TPI inh, FadD28 FP inh, Mtb FBA inh, BoNT F protease, MazEF act, Mtb UGM inh
> CCc1nc2c(OCc3ccc(F)cc3)cccn2c1N(C)C(=O)c1ccco1
    8, nt, 2.4, nt, 4, -1.2, -1, -5, nt, nt
> Cc1cccc(C)c1NC(=O)CNc1ncnc2sc(C)c(C)c12
    13, -2, nt, 3, -5, -4.1, -1, -1, 5, 5.0
> CC1(C)CC(=O)C2=C(C1)OC(N)=C(C#N)C2c1ccccc1[N+](=O)[O-] (stereo not given)
    -6, -8, nt, 10, 5, 0.4, 16, -10, 35, 4.8
> O=C(NC1CCCc2c1cnn2-c1ccc(F)cc1F)c1cnccn1 (stereo not given)
    1, -13, nt, 17, 1, -2.1, 0, -2, 8, -1.0
> C=CCOC(=O)/C(=C/c1cccnc1)NC(=O)c1ccccc1
    4, 1, nt, -3, 3, -1.2, 6, nt, 18, 8.9
> N#Cc1c2c(nc(N)c1-c1ccccc1)CCCCC2
    3, 5, -1.6, 36, 3, 0.4, 7, 5, 4, -0.1
> COc1cc(/C=C2\C(=O)NC(=O)N(c3ccc(C)cc3)C2=O)cc(OC)c1O
    9, -13, -2.2, 20, 15, -2.0, 0, -8, -61, 2.9
> COc1cnc(-c2ccccc2)nc1Sc1ccccc1
    11, 8, -0.8, 6, 0, -1.9, -2, -6, -1, -0.6
> Cn1ncc2c1NC(c1ccc(F)cc1)SCC2=O (stereo not given)
    17, nt, -0.1, nt, 0, -1.0, 2, -2, 2, nt
> O=C(NC1CCN(Cc2cccc([N+](=O)[O-])c2)CC1)c1ccccc1
    -8, -9, -3.1, 4, 15, nt, -3, 13, 1, 0.5
> O=C(NC(=S)Nc1c(Cl)ccc2nsnc12)c1ccccc1F
    14, -6, -1.9, -14, 7, -2.2, -1, 10, -33, 2.9
